Source: PubChem (National Center for Advancing Translational Sciences (NCATS))
GRP78 ERSR act – ER stress response induction in glioma; hit rate 0.02% among 420,000; AID 602332; Potency, µM, for the others: top-dose activation, hits mostly activators; U87-MG GRP78 promoter luciferase reporter, 16 h; note: potency is the fitted concentration of half-maximal effect; series mostly up to about 76 µM; % of control where 0% means no effect; nearly all actives have a fitted effect of over 35% in size
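Stably transfected U87-MG glioma cells carrying a GRP78-based luciferase sensor; 16 h compound incubation. Luminescence end-point read 10 min after Bright-Glo addition at room temperature.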
D1 potentiator – human D1 dopamine receptor positive modulation | P21728 | HEK293 TREx D1 cells, calcium flux, dopamine EC20 potentiation | potentiation, % at 10 µM | hit rate 0.036% among 360,000; in the data active = potentiation above about 30%; note: 0% is about no effect
D1 agonist – activates the human D1 dopamine receptor | activation, % at 2 µM | hit rate 1% among 360,000 | HEK293 T-REx D1 cells, calcium flux, agonist mode | P21728; in the data active = activation above about 30%; note: 0% is about no effect
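Agonism was scored from calcium flux recorded over 180 s (1 read/s) after pintool compound addition, following a 10-cycle baseline. Cells were inducible force-coupled HEK293 TREx D1, plated overnight at 30 C and loaded with no-wash calcium dye.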
D2 potentiator – positive allosteric modulators of human D2 dopamine receptor. hit rate 0.34% among 340,000. P14416. HEK293 T-REx D2, calcium flux, EC20 dopamine potentiation. potentiation, % at 10 µM. AID 485347;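 active = potentiation over 3 SD above the plate norm, cut at about 30% in these data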; note: 0% is about no effect
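Potentiation of an EC20 dopamine calcium response measured kinetically over 180 s, after a preceding 180 s compound-only read flagging agonists. Cells: inducible Hek293 Trex D2 line, 4000/well, cultured overnight at 30 C before dye loading.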
RXFP1 agonist – activates the human relaxin receptor RXFP1 | Q9HBX9 | HEK293T-RXFP1 cAMP TR-FRET, 30 min; response scale: percent of porcine relaxin response, buffer zero | Potency, µM (top dose mostly 57.5 µM), inactives show at the highest dose activation, hits mostly activators | hit rate 0.3% among 370,000; note: potency is the fitted concentration of half-maximal effect; % is set by controls: 0 for no effect and ±100 for the full control effect; nearly all actives have a fitted effect of over 60% in size; many of its hits are not listed in these tables
Target sequence (Q9HBX9 whole entry, looked up): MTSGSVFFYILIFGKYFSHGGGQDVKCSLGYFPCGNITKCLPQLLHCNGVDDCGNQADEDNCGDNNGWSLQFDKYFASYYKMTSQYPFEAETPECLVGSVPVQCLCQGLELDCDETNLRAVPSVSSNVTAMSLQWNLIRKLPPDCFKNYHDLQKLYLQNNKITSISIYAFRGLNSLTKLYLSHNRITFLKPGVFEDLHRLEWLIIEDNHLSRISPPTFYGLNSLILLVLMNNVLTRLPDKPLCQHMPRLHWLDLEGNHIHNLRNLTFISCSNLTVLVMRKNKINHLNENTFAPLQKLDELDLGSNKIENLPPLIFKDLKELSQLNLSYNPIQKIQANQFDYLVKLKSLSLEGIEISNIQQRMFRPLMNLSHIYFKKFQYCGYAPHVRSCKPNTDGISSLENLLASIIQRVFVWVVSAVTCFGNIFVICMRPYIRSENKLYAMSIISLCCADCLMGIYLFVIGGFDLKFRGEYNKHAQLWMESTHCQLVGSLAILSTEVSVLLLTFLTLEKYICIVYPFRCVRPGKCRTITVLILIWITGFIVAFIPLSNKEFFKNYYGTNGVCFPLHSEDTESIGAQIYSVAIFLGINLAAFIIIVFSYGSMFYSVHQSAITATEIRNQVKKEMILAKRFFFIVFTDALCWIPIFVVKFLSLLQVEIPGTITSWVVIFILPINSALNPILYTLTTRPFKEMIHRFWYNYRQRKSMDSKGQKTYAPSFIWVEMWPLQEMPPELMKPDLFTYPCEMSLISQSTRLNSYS
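HEK293 cells stably expressing RXFP1, treated 30 min at 37C with compounds plus PDE4 inhibitor Ro 20174; cAMP measured by HTRF TR-FRET. Normalized to buffer and 29 nM porcine relaxin; EC50 by Hill fit.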
Vif-APOBEC3F blk – inhibitors of Vif-A3F interaction; HeLa A3F-eYFP + Vif (tagged APOBEC3F with the HIV-1 protein that degrades it), YFP fluorescence increase; Potency, µM (highest dose often 46.1 µM), without a hit: at the top dose activity, negative = active; hit rate 0.2% among 390,000; AID 602313; note: potency is the fitted concentration of half-maximal effect; % of control where 0% means no effect; nearly all actives have a fitted effect of over 65% in size
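Fluorescence increase (Ex 488/Em 500-530) after overnight compound treatment at 37 deg C flags inhibition of Vif-driven A3F-eYFP loss in stable HeLa A3F-eYFP/Vif cells seeded overnight beforehand.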
RXFP1 antagonist – antagonists of human relaxin receptor RXFP1 | AID 1259400 | activity change, negative = inhibition, % at 57.5 µM | hit rate 0.59% among 350,000 | HEK293-RXFP1, relaxin-stimulated cAMP HTRF, 30 min; stronger effect = lower value;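 active = activity change of -60% or lower, but not beyond a set lower limit; inconclusive = change between -60% and -40%, or beyond the set limit; inactive = change above -40%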; note: % is set by controls: 0 for no effect and ±100 for the full control effect
Vif-A3G inh – Vif-A3G binding inhibition; Q9HC16; HeLa A3G-eYFP + Vif (tagged APOBEC3G with the HIV-1 protein that degrades it), YFP fluorescence, overnight; Potency, µM (titrated, usually from 46.1 µM), without a hit: at the highest dose activity, negative = active, usual class: inhibitors; hit rate 0.076% among 410,000;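 note: potency is the fitted concentration of half-maximal effect; % is set by controls: 0 for no effect and ±100 for the full control effect; nearly all actives have a fitted effect of over 60% in size; hits raise eYFP signal because A3G escapes Vif-driven loss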
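Read-out is eYFP fluorescence (Ex 488/Em 500-530) from Vif-expressing HeLa A3G-eYFP cells; more signal means A3G escaped Vif-mediated degradation. Cells plated overnight, compound pinned in, incubated overnight at 37 deg C.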
D1 antagonist – antagonists of human D1 dopamine receptor; P21728; HEK293 TREx D1 cells, calcium flux, dopamine EC80; stronger effect = lower value; activity change, negative = inhibition, % at 10 µM; hit rate 3.2% among 360,000; AID 504652; in the data active = activity change below about -30%; note: % is set by controls: 0 for no effect and ±100 for the full control effect
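Cells carrying a force-coupled, tetracycline-inducible human D1 receptor report calcium flux. Each well gets a 10 s baseline, compound with 180 s monitoring, then an EC80 dopamine stimulus with a second 180 s kinetic read.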
An asterisk follows results filed as active; ? = inconclusive; . = no result given; & = joins results of further samples. Unless noted, calls come from the whole dose curve; as a rule, active = well fitted curve in the direction sought with a large enough effect; inconclusive = small, poorly fitted or top-dose-only effect, or another doubt; inactive = no such curve, though single readings can be large; an effect the other way counts as inactive or inconclusive. Not all compounds are listed (hit frequency here may not be typical).

SMILES	D1 antagonist	RXFP1 antagonist	D1 potentiator	RXFP1 agonist	GRP78 ERSR act	Vif-APOBEC3F blk	D2 potentiator	D1 agonist	Vif-A3G inh
c1ccc(-c2oc3ncnc(N4CCOCC4)c3c2-c2ccccc2)cc1	-1	.	4	1.1%	.	.	14	2	.
COC(=O)c1c(NC(=O)c2ccn(C)n2)sc2c1CCC2	4	-4	1	6.0%	9%	0%	5	2	1%
Cc1ccc(C(=O)Nc2ccc(S(=O)(=O)NCc3ccco3)cc2)cc1	9	-6	2	0.3%	-3%	-1%	-11	10	-8%
CN(C)c1ccc(NC(=S)NCC2CCCO2)cc1 (configuration not stated)	5	-9	-7	0.1%	-1%	-1%	10	0	-1%
COc1ccc(C(CNC(=O)c2ccc(-c3ccccc3)cc2)N(C)C)cc1OC (configuration not stated)	14	-17	-12	1.7%	3%	9%	3	14	2%
CC1CCCCN1C(=O)CCS(=O)(=O)Cc1ccccc1 (configuration not stated)	8	-10	-1	1.4%	-1%	18%	15	0	1%
COc1ccccc1C1=NNC(=Nc2cccc(S(=O)(=O)N(C)C)c2)SC1	0	-22	0	1.2%	-5%	-11%	4	3	-6%
Cn1c(=O)oc2cc(S(=O)(=O)NCc3ccc(Cl)cc3)ccc21	-37*	11	-5	-1.9%	-3%	-3%	-13	4	0%
O=C(Cn1c(=O)nc(-c2ccccc2F)c2cc(Cl)ccc21)NCCCc1ccccc1	-9	.	1	2.2%	-3%	-25%	-1	1	6%
COc1ccc(S(=O)(=O)NC(C)C(=O)NCc2ccccn2)cc1OC (configuration not stated)	4	-1	-6	5.3%	-6%	2%	6	0	-1%

Part of the list above in order of formula weight, low to high.
SMILES	D1 antagonist	RXFP1 antagonist	D1 potentiator	RXFP1 agonist	GRP78 ERSR act	Vif-APOBEC3F blk	D2 potentiator	D1 agonist	Vif-A3G inh
CN(C)c1ccc(NC(=S)NCC2CCCO2)cc1 (configuration not stated)	5	-9	-7	0.1%	-1%	-1%	10	0	-1%
CC1CCCCN1C(=O)CCS(=O)(=O)Cc1ccccc1 (configuration not stated)	8	-10	-1	1.4%	-1%	18%	15	0	1%
c1ccc(-c2oc3ncnc(N4CCOCC4)c3c2-c2ccccc2)cc1	-1	.	4	1.1%	.	.	14	2	.
O=C(Cn1c(=O)nc(-c2ccccc2F)c2cc(Cl)ccc21)NCCCc1ccccc1	-9	.	1	2.2%	-3%	-25%	-1	1	6%

The main list resumes, repeating the two entries before the break.
SMILES	D1 antagonist	RXFP1 antagonist	D1 potentiator	RXFP1 agonist	GRP78 ERSR act	Vif-APOBEC3F blk	D2 potentiator	D1 agonist	Vif-A3G inh
O=C(Cn1c(=O)nc(-c2ccccc2F)c2cc(Cl)ccc21)NCCCc1ccccc1	-9	.	1	2.2%	-3%	-25%	-1	1	6%
COc1ccc(S(=O)(=O)NC(C)C(=O)NCc2ccccn2)cc1OC (configuration not stated)	4	-1	-6	5.3%	-6%	2%	6	0	-1%
NC(=S)NNC(=O)c1cccc(Cl)c1	-18	-20	0	0.6%	-1%	-8%	14	4	-4%
CC(=O)c1cccc(NC(=O)CCS(=O)(=O)c2cc3c(cc2C)NC(=O)CO3)c1	-2&10	0	14&5	-2.3%&-0.2%	-5%&-2%	0%&4%	13&7	3&0	-3%&-4%
CCn1cc(/C=C(\NC(=O)c2ccc(OC)c(OC)c2)C(=O)NCCCN2CCOCC2)c2ccccc21	0	-8	-3	-1.0%	-3%	-4%	4	1	-6%
O=C1CC(N2CCN(Cc3ccc(Cl)cc3)CC2)C(=O)N1CCc1ccccc1 (configuration not stated)	-7	-20	-5	6.1%	-5%	-23%	5	12	4%
CCOC(=O)N1CCN(C(=O)CSc2nnc(-c3cccc(Cl)c3)o2)CC1	-6	4	-3	2.4%	-4%	2%	8	4	2%
CCOC(=O)c1ccc(NC(=O)CCCN2C(=O)NC3(CCCC3)C2=O)cc1	15	3	-7	0.3%	4%	1%	.	0	-2%
O=C(Nc1cccc(F)c1)Nc1cnccn1	-31*	1	-6	0.7%	-1%	1%	11	6	-4%
O=[N+]([O-])c1ccccc1-c1ccc(C(=S)N2CCN(c3ccccc3)CC2)o1	-9	-3	-5	-4.2%	-3%	4%	-20	1	-1%
COc1ccccc1OC(C)C(=O)Nc1ccc(S(=O)(=O)Nc2nccs2)cc1 (configuration not stated)	-2	-6	-2	-3.9%	0%	13%	4	0	-10%
O=S(=O)(N/N=C/c1c(F)cccc1Cl)c1ccccc1	-6	-9	7	-1.4%	-7%	-1%	-1	13	1%
O=C(Nc1cccc(C(=O)O)c1)Nc1ccc2c(c1)OCO2	-10	-3	-7	-1.7%	-13%	2%	-13	0	0%
COc1ccc(C2c3c(c(C)c(C)oc3=O)Oc3c(C)c(C)oc(=O)c32)cc1	-12	.	-3	0.3%	-6%	1%	11	0	-4%
COc1ccc(CC(=O)N(C)Cc2ccc(OC(F)F)cc2)cc1S(=O)(=O)N1CCOCC1	.	-2	.	.	1%	4%	.	.	2%
CC(=O)Oc1ccccc1C(=O)N(C1CCCCC1)C1CCCCC1	-5	-6	-1	-0.5%	-4%	-3%	1	8	-9%
S=c1[nH]nc(CSc2nc3ccccc3s2)n1C1CCCCC1	2	-25	-1	-0.1%	-7%	2%	-3	4	0%
CCOC(=O)c1nnn(-c2nonc2-n2cccc2)c1C	-16	-2	-2	-2.4%	-5%	-2%	-3	1	-4%
CCc1ccc(N(CC(=O)Nc2nc3ccc(C)cc3s2)S(=O)(=O)c2c(C)noc2C)cc1	17	.	.	1.1%	4%	?	17	24	-20%
O=C(Nc1ccc2c(c1)OCO2)N1CCOCC1	-18	-5	-3	-0.2%	4%	1%	-10	1	-5%
Cc1ccc(CSCC(=O)NCCc2ccccc2)cc1	-21	0	-3	-0.9%	3%	-15%	.	0	-4%
Cc1cccc(NC(=O)C(=O)NCC(c2cccnc2)N2CCc3ccccc3C2)c1C (configuration not stated)	9	-12	-3	-1.8%	-2%	5%	8	1	3%
Cc1nn(C)c(C)c1CN(Cc1nc(-c2ccc(F)cc2F)oc1C)C1CC1	10	-1	-1	-1.5%	-5%	-4%	4	5	-4%
O=C(O)CNC(=O)CCN1C(=O)c2ccccc2C1=O	9	9	-1	0.7%	-2%	-3%	-10	2	1%
COc1ccc(CCNC(=O)c2ccc3c(c2)SC2=NS(=O)(=O)CCN23)cc1	2	-7	-5	7.4%	-4%	20%	10	0	-1%
O=C(N/N=C/c1ccc(F)cc1)c1c(O)c2ccccc2[nH]c1=O	-15	8	7	-1.3%	0%	0%	0	0	1%
Cc1ccc(S(=O)(=O)NNC(=O)c2cc(C)cs2)cc1	27	0	-1	-0.4%	-2%	0%	2	0	0%
CC(C)(C)N(Cc1ccccc1)C(=O)COC(=O)C1CC1	.	-15	.	.	-2%	0%	.	.	-2%
Cc1sc2nc(COC(=O)c3ccc(Cl)c(N)c3)[nH]c(=O)c2c1C	33	-5	1	-2.5%	1%	?	-6	2	1%
Cc1ccc(C2=NN(CCC#N)C(=O)CO2)cc1	3	10	-4	-0.9%	-5%	-6%	-7	0	-7%
CC(C)CN1C(=O)C(NC(=O)C2CC2)(C(F)(F)F)C2=C1CC(C)(C)CC2=O (configuration not stated)	1	.	-4	0.4%	-1%	-5%	-1	0	0%
Cc1ccc(S(=O)(=O)N2CCc3cc(C(=O)Nc4c(C)cccc4C(C)C)ccc32)cc1	-2	-26	0	-2.6%	-2%	-4%	14	2	6%

D1 antagonist: entries above that show a hit.
SMILES | D1 antagonist | RXFP1 antagonist | D1 potentiator | GRP78 ERSR act | D2 potentiator | D1 agonist | Vif-A3G inh
Cn1c(=O)oc2cc(S(=O)(=O)NCc3ccc(Cl)cc3)ccc21 | -37* | 11 | -5 | -3% | -13 | 4 | 0%
O=C(Nc1cccc(F)c1)Nc1cnccn1 | -31* | 1 | -6 | -1% | 11 | 6 | -4%

In the list so far, these have an aryl thioether with sulfur outside any ring:
SMILES	D1 antagonist	RXFP1 antagonist	D1 potentiator	RXFP1 agonist	GRP78 ERSR act	Vif-APOBEC3F blk	D2 potentiator	D1 agonist	Vif-A3G inh
CCOC(=O)N1CCN(C(=O)CSc2nnc(-c3cccc(Cl)c3)o2)CC1	-6	4	-3	2.4%	-4%	2%	8	4	2%
S=c1[nH]nc(CSc2nc3ccccc3s2)n1C1CCCCC1	2	-25	-1	-0.1%	-7%	2%	-3	4	0%

(cont.)
SMILES	D1 antagonist	RXFP1 antagonist	D1 potentiator	RXFP1 agonist	GRP78 ERSR act	Vif-APOBEC3F blk	D2 potentiator	D1 agonist	Vif-A3G inh
Cc1ccc(Cl)cc1N1CCN(C(=O)c2ccc(CN3CCOCC3)cc2)CC1	-14	-9	0	-0.3%	-3%	-4%	-7	2	1%
CCOC(=O)Cc1cc(=O)[nH]c(/N=C(/NC(=O)c2ccccc2)Nc2ccccc2C(F)(F)F)n1	17	-28	-2	6.3%	-4%	-5%	-2	2	2%
Cc1cc(C)c2cc(C(=O)N3CCN(c4ncccc4C(F)(F)F)CC3)[nH]c2c1	2	-17	6	-1.0%	-1%	-23%	-9	0	-5%
Cc1nc2ncccn2c1-c1csc(Nc2ccc(N(C)C)cc2)n1	-8	1	8	1.7%	-1%	2%	3	0	-43%
Cc1ccccc1C(=O)N1CCN(c2ccc([N+](=O)[O-])c(N3CCOCC3)c2)CC1	-2	2	-5	2.0%	-2%	-14%	8	0	3%
OCC[C@@H]1C[C@@H](O)[C@H](O)[C@@]2(CCc3ccccc3CO2)O1	-5	.	3	-1.4%	-3%	-9%	3	1	-1%
CC(C)NC(=O)Cn1c(=O)nc(-c2ccccc2F)c2cc(Cl)ccc21	-3	11	2	-1.5%	0%	3%	-1	-2	5%
Cc1c([N+](=O)[O-])cnc(Sc2ccccc2)c1[N+](=O)[O-]	.	-1	.	.	-13%	7%	.	.	?
CC(=O)c1c(C)[nH]c(C(=O)Nc2cccc3ccccc23)c1C	-33*	-11	-10	1.7%	-3%	-19%	.	10	-9%
